# High-throughput results as filed in PubChem BioAssay.
# ASAP1 inh: ASAP1 ArfGAP inhibition; Q9ULH1; ASAP1-stimulated ARF1 GTP hydrolysis, GDP FP detection; inhibition, % at 16.5 µM; actives 0.19% (n = 360,000); in the data active = inhibition above about 25%;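 note: 0% = vehicle with enzyme and substrate and 100% = no enzyme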
# NPR2 activator: GC-B (human) receptor activation; P20594; HEK293-GC-B cells, CNP EC30, cGMP TR-FRET; 0% at EC30 CNP, 100% saturating CNP; activation, % at 10 µM; actives 0.11% (n = 370,000); AID 1920062;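 active = activation at 10 µM reaching about 35% in either raw or pattern-adjusted values, limit read from the data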
# GC-A act: GC-A (human) enzyme activation; actives 0.14% (n = 370,000); P16066; HEK293 GC-A cells, cGMP TR-FRET, EC30 ANP; 0% at EC30 ANP, 100% saturating ANP; activation, % at 10 µM; in the data active = activation above about 40%
# Target sequence (P16066 whole entry, looked up): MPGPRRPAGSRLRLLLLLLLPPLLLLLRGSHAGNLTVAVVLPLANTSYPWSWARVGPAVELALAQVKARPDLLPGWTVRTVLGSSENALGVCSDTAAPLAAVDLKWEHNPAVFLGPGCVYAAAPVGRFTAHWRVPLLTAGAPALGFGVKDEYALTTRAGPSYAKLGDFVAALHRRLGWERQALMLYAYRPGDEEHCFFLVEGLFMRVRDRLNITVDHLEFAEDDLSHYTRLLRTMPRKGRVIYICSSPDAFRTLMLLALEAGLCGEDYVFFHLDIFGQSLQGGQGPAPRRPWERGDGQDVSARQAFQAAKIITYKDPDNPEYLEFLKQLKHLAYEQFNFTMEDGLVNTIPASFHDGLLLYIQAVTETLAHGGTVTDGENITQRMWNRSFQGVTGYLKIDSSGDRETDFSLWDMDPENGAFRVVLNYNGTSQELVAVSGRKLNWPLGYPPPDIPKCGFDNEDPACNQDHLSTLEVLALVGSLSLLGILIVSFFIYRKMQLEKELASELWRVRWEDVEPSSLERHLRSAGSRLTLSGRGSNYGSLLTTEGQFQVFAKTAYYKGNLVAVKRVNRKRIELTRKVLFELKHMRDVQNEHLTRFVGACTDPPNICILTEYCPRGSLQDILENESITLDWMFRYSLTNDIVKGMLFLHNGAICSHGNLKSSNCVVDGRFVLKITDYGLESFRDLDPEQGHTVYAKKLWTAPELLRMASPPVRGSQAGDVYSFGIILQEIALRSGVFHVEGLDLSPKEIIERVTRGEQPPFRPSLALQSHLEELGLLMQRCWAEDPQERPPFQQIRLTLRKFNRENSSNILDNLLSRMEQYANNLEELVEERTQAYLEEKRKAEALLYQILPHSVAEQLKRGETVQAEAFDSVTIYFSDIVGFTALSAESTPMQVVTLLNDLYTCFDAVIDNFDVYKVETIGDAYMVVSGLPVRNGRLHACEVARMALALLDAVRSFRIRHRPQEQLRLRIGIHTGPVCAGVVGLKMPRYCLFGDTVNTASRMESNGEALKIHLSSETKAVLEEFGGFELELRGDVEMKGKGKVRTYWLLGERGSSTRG
# ARFGAP1 inh: rat ARFGAP1 inhibition | Q62848 | Arfgap1-stimulated ARF1 GTP hydrolysis, GDP FP detection | inhibition, % at 16.5 µM | actives 0.26% (n = 360,000);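 active = inhibition above a per-plate limit, mean inhibition of low control wells plus 3 SD, cut at about 25% in these data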;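 note: 0% = DMSO wells with enzyme and 100% = wells lacking Arfgap1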
#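 Material: rat Arfgap1 GAP domain (His6, aa 1-136), purified enzyme. Also added: human ARF1(Δ1-17)-GTP substrate. Compound dosing: 16.5 µM single point, 1.26% DMSO. Timing: enzyme reaction 120 min at 25 °C after 20 min preincubation. Signal: GDP detection by fluorescence polarization. Read-out basis: percent inhibition of GAP-stimulated GDP formation, scaled between DMSO and no-Arfgap1 medians.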
# proKLK7 act: proKLK7 (human) activation, primary screen | AID 652039 | activation, % at 7 µM | P49862 | purified proKLK7, EDANS-DABCYL substrate fluorescence; 100% is mature enzyme control, 0% vehicle | actives 0.9% (n = 370,000);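 active = activation above the mean of all tested compounds plus 3 SD, computed per campaign excluding outliers beyond control limits, cut at about 13% in these data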
# DDE Tn6 FP inh: inhibitors of Tn6 peptide binding to human fibrin DD(E) | inhibition, % at 8.3 µM | actives 0.21% (n = 370,000) | Fibrin DD(E) TRITC-Tn6 fluorescence polarization displacement | P02675;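 active = inhibition above a per-campaign cutoff: mean of compounds within control limits plus 3 SD, cut at about 15% in these data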;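 note: 0% = median of all compound wells on the plate and 100% = blocking peptide control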
# ADAM10 inh: inhibitors of human ADAM10; recombinant ADAM10, EDANS/DABCYL FRET peptide cleavage, 3 h; inhibition, % at 7 µM; actives 0.62% (n = 370,000);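 active = inhibition above a per-campaign cutoff equal to the mean of compounds falling between control-based bounds plus 3 SD, cut at about 20% in these data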;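 note: 0% = DMSO wells while the 100% control is not disclosed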
# sPLA2-III inh: Inhibits HGIII-sPLA2 liposome hydrolysis, primary screen. actives 0.56% (n = 370,000). Q9NZ20. QFRET BODIPY PC-A2 liposome hydrolysis, fluorescence. inhibition, % at 12.2 µM;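 active = inhibition above mean plus 3 SD of compounds lying within the high and low control bounds, cut at about 19% in these data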;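 note: 0% = median of test compound wells and 100% = no enzyme DMSO wells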
# GAA850 FXN act: activators of GAA850 frataxin (FXN) promoter. activation, % at 6 µM. HEK293 lucGAA850 FXN promoter luciferase reporter, 24 h; percent of 10 µM SAHA response. actives 0.56% (n = 360,000);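 active = activation above the average of all compounds screened plus 3 SD, cutoff fixed separately per campaign, cut at about 7.5% in these data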;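 note: 0% = DMSO wells and 100% = 10 µM SAHA wells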
# rCAG binder: binds r(CAG) RNA repeats | r(CAG) RNA repeat, TO-PRO-1 dye displacement fluorescence | inhibition, % at 3 µM | actives 1.3% (n = 370,000) | AID 651821;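 active = inhibition above the plate cutoff, the mean of all test compounds on that plate plus 3 SD, cut at about 35% in these data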;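 note: 0% = DMSO alone and 100% = 100 µM mitoxantrone as full dye displacement; higher means more dye released from RNA so lower well fluorescence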
# Active calls of the source: *; / = no result given.
SMILES,ASAP1 inh,NPR2 activator,GC-A act,ARFGAP1 inh,proKLK7 act,DDE Tn6 FP inh,ADAM10 inh,sPLA2-III inh,GAA850 FXN act,rCAG binder
C=CCN1C(=O)[C@H](CC(=O)N2CCSCC2)[C@@]2(C(=O)OCC)CCCC=C12,/,-3,0,/,0.2,-1,1,0,/,1
CCOc1ccc(OCC)c(NC(=O)CCNS(=O)(=O)c2cc(Br)cnc2N)c1,-2,-3,0,0,0.1,0,-3,-10,-1.0,-4
CC1Cc2ccccc2N1C(=O)CN1C(=O)CN(C)C(=O)c2ccccc21 (stereo not drawn),9,3,-2,-11,-0.3,-4,9,7,0.4,3
CN(C)C(=O)CSc1nc2ccccc2c(=O)[nH]1,5,-1,-1,9,0.4,12,9,-1,1.1,3
CCOC(=O)Cn1cnc2c(nnn2-c2ccc(C)cc2)c1=O,-8,-2,-2,-12,0.7,-1,-3,2,-3.5,-1
CN1CCn2cnc(C(=O)NCc3ccc(CNC(=O)OC(C)(C)C)cc3)c2C1=O,8,2,-2,6,-0.1,5,-13,1,/,-1
COc1cccc(Nc2c([N+](=O)[O-])cncc2[N+](=O)[O-])c1,-4,-5,-4,-4,-0.5,-4,8,8,0.9,3
CC(=O)Nc1c(Cl)cc2c(c1Cl)Cc1cc(C#N)ccc1-2,-7,6,7,1,-0.5,-8,-2,-15,0.3,10
CCN(CC)C(=O)COC(=O)C1CCN(S(=O)(=O)c2ccc3c(c2)OCCO3)CC1,-14,1,-2,0,0.1,2,-6,2,0.1,0
COc1cccc(C2C3=C(CC(C)(C)CC3=O)Nc3cc4c(cc32)OCO4)c1 (stereo not drawn),-1,-9,-11,-4,1.7,-1,-367,4,-1.4,3
CCOC(=O)c1ccc(S(=O)(=O)N2CCN(C(=O)c3cccc(S(=O)(=O)N4CC(C)OC(C)C4)c3)CC2)cc1 (stereo not drawn),5,-1,-2,-3,0.3,6,-10,-1,0.5,5
C[C@@H]1CCCCO[C@H](CN(C)S(=O)(=O)c2cccs2)[C@@H](C)CN([C@H](C)CO)C(=O)c2cc(NC(=O)Nc3ccc4c(c3)OCO4)ccc2O1,9,4,1,-6,-0.4,0,20*,-8,-2.4,17
COc1ccc(CCC(C)Nc2cccc(F)c2)cc1 (stereo not drawn),6,-7,2,9,0.2,0,7,4,0.2,-4
N#Cc1c(NC(=O)CN2CCOCC2)oc(-c2ccccc2)c1-c1ccccc1,-1,-12,1,0,-1.6,1,3,-7,-0.2,-1
CN(C(=O)c1cccc(NC(=O)Cc2cccc(NC(=O)C3CCN(C(=O)C4CCCCC4)CC3)c2)c1)C1CC1,1,1,0,2,0.2,-4,-7,-8,-2.0,3
CCCNS(=O)(=O)c1ccc(OCC(=O)OC)cc1,-9,1,0,0,0.2,-1,0,3,0.8,0
O=C(Cc1ccccc1)NCC(=O)N1CCC1,-21,0,-1,-5,-0.5,4,10,2,1.5,1
COc1ccc(-c2cc(C(=O)Nc3ccc(Cl)cc3Cl)c3ccccc3n2)cc1OC,-7,2,1,6,-8.2,7,-2,2,0.5,4
CCn1c(SCC(=O)Nc2ccc(NC(C)=O)cc2)nc2c([nH]c3ccccc32)c1=O,1,-4,-4,0,-0.2,5,-4,3,0.8,0
Oc1ccccc1Oc1ncc(Br)c(N2CCOCC2)n1,1,-15,-12,8,0.3,6,4,-12,-0.9,-1
O=C(NCCCN1CCCCC1)C1CCCN(c2ncnc3c2nc2n3CCCCC2)C1 (stereo not drawn),-6,2,4,5,-0.6,1,-4,2,-2.2,-1
O=C(CCNS(=O)(=O)c1ccc(Br)s1)Nc1ccc(Cl)cc1,7,-2,-4,-1,-0.3,9,14,-43,0.3,5
CCOC(=O)c1ccc(NC(=O)C(=O)NCC2(c3ccc(OC)cc3)CCOCC2)cc1,5,-2,0,4,0.6,4,0,-8,1.1,-4
COC(=O)C[C@H]1c2cc(C(F)(F)F)ccc2S(=O)(=O)N1Cc1ccc(OC)cc1,10,4,1,5,-0.1,1,7,-2,1.2,3
Cc1c(NC(=O)CSc2ccccn2)c(=O)n(-c2ccccc2)n1C,3,5,3,-12,-0.1,-3,0,7,1.0,-1
Cc1cccc(NC(=S)NCC23C=CC(O2)C2C(=O)N(c4ccc(Cl)cc4)C(=O)C23)c1 (stereo not drawn),7,-8,11,16,-0.4,3,7,-8,1.2,8
CC(c1ccccc1F)n1cc(C(=O)NCCCn2ccnc2)nn1 (stereo not drawn),3,-2,0,6,-0.2,-5,-4,15,0.6,5
COC(=O)/C(C#N)=C/c1c(Oc2cccc(C)c2C)nc2ccccn2c1=O,-5,2,3,0,0.6,-2,-2,7,1.0,-2
CCOC(=O)C1CCCN(C(=O)Cn2cccc2C(=O)c2ccccc2)C1 (stereo not drawn),3,3,4,-9,-0.4,0,-3,2,-1.9,-6
CC1=C(C(=O)OCC2CCCO2)C(c2ccsc2)C2=C(CCCC2=O)N1 (stereo not drawn),-6,-2,-4,12,3.7,-1,-165,-1,0.6,-4
COc1ccc(N(CC(=O)NCc2ccc(F)cc2)C(=O)CCC(=O)Nc2ccccn2)cc1,-10,-2,-6,-5,-1.0,3,-2,-1,-1.3,-1
COc1cccc(CNC(=O)CN2C(=O)COc3ccc(S(=O)(=O)N4CCCCC4)cc32)c1,4,1,1,-12,0.0,7,1,0,1.5,1
CCOC(=O)NCC(C#CCN(CC)CC)N(CC)CC (stereo not drawn),-10,-1,3,-7,0.0,3,3,3,-1.3,-6
O=Nc1c(O)n(Cc2cccc(Cl)c2)c2ccccc12,-8,/,/,3,0.0,7,-6,-47,-1.2,8
COc1ccc(N(C2CSC2)S(=O)(=O)c2ccccc2)cc1,2,-6,-6,-4,0.2,-8,-1,5,4.9,-4
CCN1CCN(S(=O)(=O)c2c(C)cc(C)cc2C)CC1,8,-2,2,9,0.2,1,4,1,0.9,-8
O=C(N/N=C/c1cccc([N+](=O)[O-])c1)c1cccc2cc[nH]c12,-19,-1,-1,-2,-0.3,-7,-3,2,3.3,1
O=C(OCn1nnc2ccccc2c1=O)c1ccc2ccccc2n1,0,1,-1,-14,0.6,5,-2,9,1.1,-6
O=C(O)c1cn[nH]c1-n1cnnn1,15,5,4,-3,0.5,-4,1,3,1.3,-2
O=C(N/N=C/c1ccc(COc2ccc(Br)cc2)o1)c1ccco1,3,-2,29,6,0.0,-8,-2,0,1.5,5
CCN(CC(=O)Nc1ccc(OC)cc1)C(=O)Cc1ccc(OC)c(S(=O)(=O)N2CCOCC2)c1,1,0,-2,-4,-0.4,0,-12,7,-0.7,3
Cn1ccc(C(=O)Nc2ccc(Br)cc2Br)n1,-1,2,3,-4,-0.2,5,0,-1,4.6,-1
COc1ccc(C2N(c3ccc(OC)cc3)C(=S)N3CCCN23)cc1 (stereo not drawn),-12,-4,-4,5,-0.7,6,3,-1,1.1,-4
Cc1cccc(NC(=S)N(Cc2ccc(Br)cc2)Cc2ccc(C(=O)O)cc2)c1,-3,0,2,11,0.6,-4,2,-6,-0.3,21
COc1ccc(C(=O)N2CCN(S(=O)(=O)c3cc(Cl)ccc3OC)CC2)cc1,9,-1,4,7,-0.3,0,3,-6,0.3,-9
Cn1nc(C(F)(F)F)c2cc(C(=O)Nc3ccc(F)c(Cl)c3)sc21,-1,2,-2,7,-0.8,-8,8,0,-0.2,4
CC1CCC(NC(=O)CN2C(=O)NC(C)(C)C2=O)CC1 (stereo not drawn),-3,1,6,6,0.9,2,-7,11,0.2,-2
Cc1cc(C)c(NC(=O)c2ccccc2N(C)S(C)(=O)=O)c(C)c1,-3,1,-1,-1,0.4,0,-7,-3,-2.7,-3
COc1ccc(CNCC(O)COc2ccc(C)cc2[N+](=O)[O-])cc1 (stereo not drawn),-2,-1,-1,4,0.1,4,0,-11,2.8,2
CCCCc1cc(=O)oc2cc(C)cc(OC(C)C(=O)NC(Cc3c[nH]c4ccc(O)cc34)C(=O)O)c12 (stereo not drawn),4,-5,0,0,6.8,2,-377,-25,0.1,25
# Continued:
SMILES,ASAP1 inh,NPR2 activator,GC-A act,ARFGAP1 inh,proKLK7 act,DDE Tn6 FP inh,ADAM10 inh,sPLA2-III inh,GAA850 FXN act,rCAG binder
CC[C@@H]1C(c2ccccc2)=NN(c2ccccc2)[C@H]1C(=O)N1CCOC1=O,5,1,-2,4,187*,7,-123,-3,-1.4,6
CCOC(=O)c1sc(NC(C)=O)nc1C,-9,-3,-5,-3,-0.2,-3,0,23*,-1.5,1
Cc1cc(SCC2=NNC(=O)C2)c(Cl)cc1Cl,16,2,-4,1,0.7,4,10,-3,-0.9,23
O=C(Cn1c(=O)oc2ccccc21)N1CCN(S(=O)(=O)c2ccccc2)CC1,-2,0,1,-3,0.3,-9,-14,11,-0.1,1
CCOC(=O)c1c(C)[nH]c(C)c1C(=O)COC(=O)c1cccc(C)c1O,15,-10,-8,11,0.6,-3,20*,-12,-1.4,4
CCC(c1nc2ccccc2c(=O)n1-c1nc2ccccc2s1)N1C(=O)c2ccccc2C1=O (stereo not drawn),-11,3,-3,13,0.1,-1,0,-6,0.3,-2
O=C(c1ccccc1)c1ccc(O)cc1O,2,-2,1,7,-0.2,0,-1,-166,4.3,-196
Cn1cc(C(=O)CCl)c2ccccc21,-8,-5,15,-2,0.0,1,-7,0,1.5,1
COc1cccc(-c2nc(CS(=O)(=O)CC(=O)Nc3ccccc3C)c(C)o2)c1,8,-1,-24,2,0.4,-11,-4,-9,1.2,2
CC(=O)NCCc1ccc(C(=O)COC(=O)c2ccco2)cc1,14,-1,-2,-3,-0.6,-3,-15,11,0.2,4
CCCCC1=C(C(=O)OCC)C(C(=O)OCC)Oc2ccccc21 (stereo not drawn),-1,-5,-9,-3,0.3,-5,-10,6,-1.3,1
CC(C)CCNC(=O)CNC(=O)c1cccs1,7,7,2,-6,-0.1,1,4,-3,-0.8,2
CCNC(=O)C1(C)CCN1CCC(=O)c1ccc(C)cc1 (stereo not drawn),-5,1,3,11,0.1,-3,-2,1,0.8,0
O=C(O)c1cc2c([nH]c1=O)CCCC2,-1,-2,7,5,0.2,2,-56,5,-0.4,-2
COc1ccc(Cl)cc1N(C(=O)c1ccco1)C(C(=O)NC1CCCC1)c1ccncc1 (stereo not drawn),7,-2,-7,-3,-0.7,1,-1,-6,-1.7,-2
O=C(CC[C@H]1O[C@@H](n2ccc(=O)[nH]c2=O)[C@H](O)[C@@H]1O)NCCc1c[nH]c2ccccc12,-3,2,0,13,0.8,2,-7,11,/,4
